Assay outcomes deposited in PubChem by several laboratories.
PMI act hi M6P: increases human PMI activity with near-saturating mannose 6-phosphate; P34949; coupled PMI enzyme assay, resazurin fluorescence, 20 min; hits give high values; 1 = untreated enzyme, 0 = substrate-free blank; activation factor at 20 µM; 0.34% of 190,000 active;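 active = activation factor of 2 or more at 20 µM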
Target sequence (P34949 whole entry, looked up): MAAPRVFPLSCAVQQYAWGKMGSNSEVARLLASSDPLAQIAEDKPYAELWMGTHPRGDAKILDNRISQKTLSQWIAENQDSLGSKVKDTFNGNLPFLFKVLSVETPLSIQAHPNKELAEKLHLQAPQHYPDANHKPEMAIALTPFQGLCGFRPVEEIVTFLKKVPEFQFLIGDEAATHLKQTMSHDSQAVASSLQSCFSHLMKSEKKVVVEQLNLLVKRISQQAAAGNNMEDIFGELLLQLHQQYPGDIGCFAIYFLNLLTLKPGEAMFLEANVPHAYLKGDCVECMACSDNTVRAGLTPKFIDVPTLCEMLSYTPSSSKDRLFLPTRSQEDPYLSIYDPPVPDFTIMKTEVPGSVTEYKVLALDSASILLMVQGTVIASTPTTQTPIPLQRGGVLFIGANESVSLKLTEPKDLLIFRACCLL
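test system = human PMI in coupled enzyme assay | medium = HEPES-buffered pH 7.4 with magnesium and detergent | also added = 1.0 mM mannose-6-phosphate substrate with 0.22 mM NADP+ | compound = 20 µM single dose | times = 20 min incubation at room temperature | measured by = resorufin fluorescence (Ex 544/Em 590 nm) from resazurin via diaphorase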
Diaphorase inh: inhibits diaphorase or chemically oxidizes, flagging diaphorase assay artifacts; 0.69% of 190,000 active; diaphorase resazurin-to-resorufin fluorescence, NADH, 16 min; bacterial (C. kluyveri) enzyme, not human; inhibition, % at 20 µM;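 active = primary screen inhibition at 20 µM above a set limit, cut at about 50% in these data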;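 also: plate controls were DMSO with full reaction for no effect and wells lacking NADH for full effect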
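Test system: diaphorase enzyme from Clostridium kluyveri; amount: diaphorase at 0.14 U/mL in enzyme working solution; detection: fluorescence of resorufin formed from resazurin, Ex 544/Em 590 nm; times: reaction incubation of 16 min at room temperature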
RAM inhibit: inhibitors of the yeast RAM network; S. cerevisiae dse1pr::URA3 reporter, 5-FOA growth OD615, 2 d; analog-sensitive cbk1-as2 kinase mutant strain; inhibition, % at 50 µM; 1.8% of 190,000 active; AID 868;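 active = inhibition above a set limit, 3 SD over mean compound inhibition, cut at about 8.4% in these data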;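 also: 0% = DMSO-only wells with no growth and 100% = 10 µM 1-NA-PP1 full growth; inhibition rescues growth on 5-FOA so higher OD means more RAM inhibition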
G6PDH CS: L. mesenteroides G6PDH inhibition counter-screen; 0.12% of 200,000 active; Purified L. mesenteroides G6PDH, diaphorase/resazurin coupled fluorescence, 45 min; AID 1020; inhibition, % at 5 µM
TLR4-MyD88 BLA: inhibitors of human TLR4-MyD88 binding | O00206+Q99836 | HeLa CL3-4 TLR4/MyD88 BLA complementation, FRET ratio | inhibition, % at 8.4 µM | 0.18% of 200,000 active | AID 861; in the data active = inhibition above about 25%;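 also: 0% = vehicle and 100% = reference inhibitor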
Lmaj promast: inhibitors of Leishmania major promastigote growth. 9% of 200,000 active. Leishmania major promastigotes, resazurin fluorescence viability. AID 1063. inhibition, % at 10 µM;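 also: promastigotes grown with compound for 44 hours at 28 °C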
Diaph act CS: activates diaphorase or chemically reduces, flagging diaphorase assay artifacts | AID 1229 | activation factor at 20 µM | 0.005% of 190,000 active | Diaphorase/resazurin coupled assay, resorufin fluorescence, 16 min; hits give high values; 1 = vehicle wells, 0 = NADH-free wells;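 active = diaphorase activity raised at least twofold by the compound at 20 µM; inactive = activation factor below 2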
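Test system: Clostridium kluyveri diaphorase, purified enzyme. Buffer or medium: 50 mM HEPES pH 7.4 buffer plus MgCl2 and Tween 20. Also added: 0.114 mM NADH and 0.1 mM resazurin, final amounts. Dosing: compound 20 µM once, DMSO 1%. Schedule: 16 min enzyme reaction, ambient temperature. Detection: fluorescence of resorufin, 544 nm excitation, 590 nm emission.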
Hsp70 act: Hsp70 transcriptional activation, primary screen; activation, % at 10 µM; 0.04% of 200,000 active; HeLa Hsp70 promoter luciferase reporter, luminescence; scaled: vehicle 0, proteasome-inhibitor control 100%;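 active = activation above the mean across all tested compounds plus 3 SD, cutoff set per campaign, cut at about 5.5% in these data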;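 also: 100% = MG132 at 30 µM as the positive control and 0% = DMSO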
PMI activator: phosphomannose isomerase (human) activation; purified human PMI, coupled resazurin fluorescence, 20 min; hits give high values; 1 = vehicle control, 0 substrate-free wells; activation factor at 20 µM; 0.005% of 190,000 active;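 active = activation factor of 2 or more at 20 µM, relative to plate controls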
DTT redox prof: compounds producing H2O2 with reducing agent – biochemical, NIH compound library profiling, artefact control for MLSCN library redox annotation, primary screen; DTT-dependent redox cycling H2O2, phenol red/HRP absorbance; 100% = 100 µM peroxide control, 0% = buffer; activation, % at 10 µM; 0.03% of 200,000 active;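 active = activation of at least 50% relative to the plate's high and low controls in the primary single-dose screen; inactive = activation below 50%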;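 also: compound incubated with DTT at 0.8 mM final as the reducing agent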
S1P3 antag: S1P3 (human) receptor antagonism | Q99500 | 0.27% of 170,000 active | CHO S1P3 NFAT-BLA reporter, FRET fluorescence, antagonist mode | AID 485 | inhibition, % at 4.98 µM;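 active = inhibition above the plate cutoff, the mean inhibition of test wells on that plate plus 3 SD, cut at about 28% in these data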;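 also: cells challenged with S1P at its EC80 of 0.8 µM; blue over green emission ratio from cleaved BLA substrate after 4 h stimulation; 0% = S1P-stimulated wells and 100% = unstimulated DMSO-only wells; some compounds past the cut are filed as inactive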
Target sequence (Q99500 whole entry, looked up): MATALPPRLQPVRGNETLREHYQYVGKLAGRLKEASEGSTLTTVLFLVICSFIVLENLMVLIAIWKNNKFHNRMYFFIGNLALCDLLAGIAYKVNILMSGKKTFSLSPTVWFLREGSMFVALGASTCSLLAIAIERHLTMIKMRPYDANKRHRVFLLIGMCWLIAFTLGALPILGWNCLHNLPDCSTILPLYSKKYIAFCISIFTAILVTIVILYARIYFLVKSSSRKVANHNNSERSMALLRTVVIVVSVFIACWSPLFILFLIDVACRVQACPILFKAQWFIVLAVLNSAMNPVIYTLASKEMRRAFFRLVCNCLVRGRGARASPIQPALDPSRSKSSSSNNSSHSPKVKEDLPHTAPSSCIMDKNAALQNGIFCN
Active calls of the source: *. Rule as the data show it, unless noted: active = inhibition above about 50%; inactive = the rest.

How did O=C(O)CC/C(=N\NC(=O)CNC(=O)c1cccc(Cl)c1)c1ccccc1 do in these assays?
PMI act hi M6P: 1; Diaphorase inh: 11; RAM inhibit: 0.0; G6PDH CS: 2; TLR4-MyD88 BLA: -3; Lmaj promast: 15; Diaph act CS: 0.9; Hsp70 act: -0.1; PMI activator: 1; DTT redox prof: 0.2; S1P3 antag: -6

How did CCCC(=NCCc1c(C)[nH]c2ccccc12)C1=C(O)CC(c2ccccc2)CC1=O (stereo unspecified) do in these assays?
PMI act hi M6P: 0.9; Diaphorase inh: 15; RAM inhibit: 4.9; G6PDH CS: -25; TLR4-MyD88 BLA: 6; Lmaj promast: 7; Diaph act CS: 0.8; Hsp70 act: -0.4; PMI activator: 0.8; DTT redox prof: -0.2; S1P3 antag: 2

How did COc1ccc(-n2nnc3c(=O)n(CC(=O)N4CCC(C)CC4)cnc32)cc1 do in these assays?
PMI act hi M6P: 0.9; Diaphorase inh: 18; RAM inhibit: 6.8; G6PDH CS: -31; TLR4-MyD88 BLA: -2; Lmaj promast: 4; Diaph act CS: 0.8; Hsp70 act: -0.2; PMI activator: 0.9; DTT redox prof: 0.9; S1P3 antag: -12

What do the screens show for `c1ccc(N2CCN(c3nnnn3-c3ccccc3)CC2)cc1`?
PMI act hi M6P: 1; Diaphorase inh: -2; RAM inhibit: 2.4; G6PDH CS: 10; TLR4-MyD88 BLA: -7; Lmaj promast: 15; Diaph act CS: 1; Hsp70 act: -0.3; PMI activator: 1; DTT redox prof: 0.2; S1P3 antag: -21

What do the screens show for `CCOC(=O)N1CCC(NC(=O)C2CCC(Cn3c(=O)[nH]c4ccccc4c3=O)CC2)CC1` (stereo unspecified)?
TLR4-MyD88 BLA: 0; Lmaj promast: 22; Hsp70 act: 0.3; DTT redox prof: 2.7; S1P3 antag: -9

What do the screens show for `CCC1CCCCN1C(=S)Nc1ccc(OC(F)F)cc1` (stereo unspecified)?
PMI act hi M6P: 1; Diaphorase inh: 5; RAM inhibit: 0.4; G6PDH CS: -2; TLR4-MyD88 BLA: -4; Lmaj promast: -2; Diaph act CS: 1; Hsp70 act: -0.4; PMI activator: 0.9; DTT redox prof: 0.2; S1P3 antag: -22

How did Cc1nn(Cc2c(Cl)cccc2Cl)c(C)c1NC(=O)CCCn1nc([N+](=O)[O-])c(Cl)c1C do in these assays?
PMI act hi M6P: 1; Diaphorase inh: 4; RAM inhibit: 0.9; G6PDH CS: 8; TLR4-MyD88 BLA: -2; Lmaj promast: 18; Diaph act CS: 1; Hsp70 act: 0.2; PMI activator: 0.9; DTT redox prof: -0.6; S1P3 antag: -3

Results for O=Nc1onc(-c2ccc([N+](=O)[O-])cc2)c1NO ?
PMI act hi M6P: 0.7; Diaphorase inh: 17; RAM inhibit: 1.5; G6PDH CS: 3; TLR4-MyD88 BLA: 7; Lmaj promast: 1; Diaph act CS: 0.8; Hsp70 act: 0.2; PMI activator: 0.8; DTT redox prof: -0.5; S1P3 antag: -7

What do the screens show for `CCCC(=O)Nc1cc(C)c(NC(=O)c2cccs2)cn1`?
PMI act hi M6P: 1; Diaphorase inh: 3; RAM inhibit: 2.0; G6PDH CS: -2; TLR4-MyD88 BLA: -4; Lmaj promast: -8; Diaph act CS: 1; Hsp70 act: 0.1; PMI activator: 1.1; DTT redox prof: -2.7; S1P3 antag: -22

Results for Cn1nc(C(F)(F)F)c(/C=N/OC(=O)c2ccccc2)c1SCc1ccc(Cl)cc1 ?
PMI act hi M6P: 1; Diaphorase inh: 5; RAM inhibit: 12*; G6PDH CS: 6; TLR4-MyD88 BLA: 7; Lmaj promast: 13; Diaph act CS: 0.9; Hsp70 act: -0.1; PMI activator: 1.1; DTT redox prof: 0.1

Structural class: those above with fluorine (2)
What do the screens show for `CCC1CCCCN1C(=S)Nc1ccc(OC(F)F)cc1` (stereo unspecified)?
PMI act hi M6P: 1; Diaphorase inh: 5; RAM inhibit: 0.4; G6PDH CS: -2; TLR4-MyD88 BLA: -4; Lmaj promast: -2; Diaph act CS: 1; Hsp70 act: -0.4; PMI activator: 0.9; DTT redox prof: 0.2; S1P3 antag: -22

Results for Cn1nc(C(F)(F)F)c(/C=N/OC(=O)c2ccccc2)c1SCc1ccc(Cl)cc1 ?
PMI act hi M6P: 1; Diaphorase inh: 5; RAM inhibit: 12*; G6PDH CS: 6; TLR4-MyD88 BLA: 7; Lmaj promast: 13; Diaph act CS: 0.9; Hsp70 act: -0.1; PMI activator: 1.1; DTT redox prof: 0.1

Remaining list, next part.
Results for O=C(NCCN1C(=O)S/C(=C/c2ccccc2)C1=O)C1CCCN1C(=O)c1cccs1 (stereo unspecified) ?
PMI act hi M6P: 0.9; Diaphorase inh: 11; RAM inhibit: 9.5*; G6PDH CS: -21; TLR4-MyD88 BLA: 6; Lmaj promast: 6; Diaph act CS: 0.9; Hsp70 act: -0.3; PMI activator: 1; DTT redox prof: 0.5; S1P3 antag: -8

Results for C(=N/n1c2ccccc2c2ccccc21)/c1ccco1 ?
PMI act hi M6P: 0.9; Diaphorase inh: 20; RAM inhibit: 0.2; G6PDH CS: -22; TLR4-MyD88 BLA: -4; Lmaj promast: 7; Diaph act CS: 0.8; Hsp70 act: -0.4; PMI activator: 0.8; DTT redox prof: 2.6; S1P3 antag: 12

What do the screens show for `O=C(CSc1ccccn1)Nc1cccc([N+](=O)[O-])c1`?
PMI act hi M6P: 1.2; Diaphorase inh: 23; RAM inhibit: 4.2; G6PDH CS: 13; TLR4-MyD88 BLA: -6; Lmaj promast: 3; Diaph act CS: 0.8; Hsp70 act: -0.6; PMI activator: 1; DTT redox prof: -2.1; S1P3 antag: 3

What do the screens show for `O=C1CCCc2nc(N3CCN(Cc4ccccc4)CC3)ncc21`?
PMI act hi M6P: 1; Diaphorase inh: 9; RAM inhibit: 1.9; G6PDH CS: 6; TLR4-MyD88 BLA: -5; Lmaj promast: -5; Diaph act CS: 0.9; Hsp70 act: -0.2; PMI activator: 1.1; DTT redox prof: 1.6; S1P3 antag: -34

What do the screens show for `CCN(Cc1ccncc1)Cc1nc(Cc2ccccc2Cl)no1`?
PMI act hi M6P: 1.1; Diaphorase inh: 4; RAM inhibit: 0.6; G6PDH CS: 15; TLR4-MyD88 BLA: -16; Lmaj promast: -1; Diaph act CS: 1; Hsp70 act: 0.0; PMI activator: 1.1; DTT redox prof: -0.9; S1P3 antag: 0

How did O=C(NC(=S)NCc1ccncc1)c1ccccc1 do in these assays?
PMI act hi M6P: 0.9; Diaphorase inh: 17; RAM inhibit: 4.4; G6PDH CS: 7; TLR4-MyD88 BLA: 4; Lmaj promast: 2; Diaph act CS: 0.8; Hsp70 act: -0.5; PMI activator: 1; DTT redox prof: 0.4; S1P3 antag: -5

Results for COc1cc(/C=C2\N=C(c3ccccc3)OC2=O)ccc1OCc1c(C)no[n+]1[O-] ?
PMI act hi M6P: 0.9; Diaphorase inh: 10; RAM inhibit: 0.6; G6PDH CS: 0; TLR4-MyD88 BLA: -10; Lmaj promast: -6; Diaph act CS: 0.9; Hsp70 act: -0.5; PMI activator: 0.8; DTT redox prof: 0.3; S1P3 antag: -11

What do the screens show for `O=C(O)c1cccc(N2C(=O)C3CC=C(Cl)CC3C2=O)c1` (stereo unspecified)?
PMI act hi M6P: 1; Diaphorase inh: 14; RAM inhibit: 1.9; G6PDH CS: 14; TLR4-MyD88 BLA: -8; Lmaj promast: -7; Diaph act CS: 0.9; Hsp70 act: 0.0; PMI activator: 1; DTT redox prof: -2.1; S1P3 antag: -8

What do the screens show for `Cc1csc(NC(=O)CSc2nnc(-c3ccncc3)o2)n1`?
PMI act hi M6P: 1; Diaphorase inh: 6; RAM inhibit: 0.1; G6PDH CS: -7; TLR4-MyD88 BLA: -1; Lmaj promast: 0; Diaph act CS: 0.9; Hsp70 act: -0.1; PMI activator: 1; DTT redox prof: 2.2; S1P3 antag: 4

What do the screens show for `CCn1c(C)nc2cc(OC)ccc21`?
PMI act hi M6P: 0.9; Diaphorase inh: 5; RAM inhibit: 1.1; G6PDH CS: 17; TLR4-MyD88 BLA: 3; Lmaj promast: -5; Diaph act CS: 0.9; Hsp70 act: 0.0; PMI activator: 0.9; DTT redox prof: -0.5; S1P3 antag: -3

What do the screens show for `O=Cc1cccc(Oc2ccc([N+](=O)[O-])cc2[N+](=O)[O-])c1`?
PMI act hi M6P: 1; Diaphorase inh: 10; RAM inhibit: 0.6; G6PDH CS: 3; TLR4-MyD88 BLA: 8; Lmaj promast: 29; Diaph act CS: 0.9; Hsp70 act: 0.1; PMI activator: 1.1; DTT redox prof: -4.1; S1P3 antag: -19

Results for COc1ccc(C(=O)NCc2nnc(SCC(=O)N3CCOCC3)o2)cc1 ?
PMI act hi M6P: 1; Diaphorase inh: -8; RAM inhibit: -0.3; G6PDH CS: 24; TLR4-MyD88 BLA: -22; Lmaj promast: 3; Diaph act CS: 1.1; Hsp70 act: -0.3; PMI activator: 1.2; DTT redox prof: -0.7; S1P3 antag: -24

What do the screens show for `O=C(CCc1ccccn1)NC1CCCc2c1cnn2-c1ccc(F)cc1F` (stereo unspecified)?
PMI act hi M6P: 1; Diaphorase inh: 3; RAM inhibit: 1.2; G6PDH CS: 0; TLR4-MyD88 BLA: 3; Lmaj promast: -8; Diaph act CS: 1; Hsp70 act: -0.4; PMI activator: 1; DTT redox prof: -0.3; S1P3 antag: 7

Results for Nc1nc(CSC(=S)N2CCN(c3ccccc3)CC2)nc(Nc2ccc(F)cc2)n1 ?
PMI act hi M6P: 1; Diaphorase inh: 9; RAM inhibit: 2.2; G6PDH CS: 3; TLR4-MyD88 BLA: -1; Lmaj promast: 1; Diaph act CS: 0.9; Hsp70 act: -0.2; PMI activator: 0.9; DTT redox prof: 1.6; S1P3 antag: -18
